EBV LMP1 NFkB: Epstein-Barr LMP1 NF-kappaB reporter inhibition | LMP1-induced NF-kappaB luciferase reporter cells, luminescence | inhibition, % at 12.5 µM | 0.69% of 350,000 active | AID 504558; in the data active = inhibition above about 41%;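 also: 0% = neutral control wells and 100% = reference inhibitor control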
KKLEB tox: reduces viability of KKLEB cystic fibrosis airway cells. KKLEB CF airway cells viability, ATPlite luminescence, overnight; active compounds read low; cells stimulated with P. aeruginosa culture filtrate. activity change (cytotoxicity), % at 5 µM. 0.36% of 360,000 active. AID 602141;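 active = corrected activity change at or below -50% at 5 µM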
COUP-TFII inh: inhibitors of human COUP-TFII (NR2F2); P24468; HEK293T NGFI-A luciferase reporter, luminescence; inhibition, % at 8.6 µM; 0.7% of 370,000 active;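 active = inhibition above a per-plate cutoff, mean inhibition of test wells between control levels plus 3 SD, cut at about 38% in these data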;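 also: cells cotransfected with COUP-TFII expression vector driving the NGFI-A reporter; 0% = median of COUP-TF2 test wells and 100% = reporter-only cells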
Target sequence (P24468 whole entry, looked up): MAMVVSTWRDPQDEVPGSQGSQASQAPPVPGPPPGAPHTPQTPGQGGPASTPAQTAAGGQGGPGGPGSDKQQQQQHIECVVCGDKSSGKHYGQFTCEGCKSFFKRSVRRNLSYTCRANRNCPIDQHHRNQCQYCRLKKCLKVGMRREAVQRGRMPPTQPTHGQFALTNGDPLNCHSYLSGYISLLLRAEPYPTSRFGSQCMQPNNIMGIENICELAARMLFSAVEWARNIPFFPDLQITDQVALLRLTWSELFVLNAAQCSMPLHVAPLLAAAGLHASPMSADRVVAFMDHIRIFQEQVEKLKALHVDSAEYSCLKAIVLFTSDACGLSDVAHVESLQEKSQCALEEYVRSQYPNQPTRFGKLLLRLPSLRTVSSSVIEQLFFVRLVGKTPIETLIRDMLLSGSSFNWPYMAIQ
TWEAK-Fn14 inh: blocks TWEAK-Fn14 interaction in a reporter cell assay. inhibition, % at 10 µM. AID 1159606. TWEAK-stimulated Fn14 reporter cells, luciferase luminescence, 8 h. 2% of 360,000 active; in the data active = inhibition above about 50%
CF NFkB block: blocks PAF-induced NF-kB reporter in cystic fibrosis cells; KKLEB NF-kB-GFP reporter, GFP fluorescence overnight; inhibition, % at 5 µM; 0.86% of 360,000 active;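 active = at least 50% inhibition at 5 µM, scaled per plate between neutral and stimulator controls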;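 also: PAF is a Pseudomonas aeruginosa culture filtrate used as stimulus; plate controls were PAF-stimulated DMSO wells for no effect and unstimulated DMSO wells for full effect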
C8 TRAIL sens: caspase-8 TRAIL sensitization; NB7+C8 cells + TRAIL, ATPlite viability luminescence; inhibition (viability loss, TRAIL sensitization), % at 10 µM; 1% of 360,000 active; AID 624354;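 active = compounds causing at least 50% loss of cell viability in the single-dose screen, relative to plate controls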
NCOA2 inhibitor: human SRC2 (NCOA2) inhibition; Q15596; HEK293 GAL4-SRC2 luciferase reporter, luminescence; inhibition, % at 9 µM; 0.17% of 370,000 active; AID 651957;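 active = inhibition above the mean inhibition of all tested compounds plus 3 SD, set per campaign, cut at about 52% in these data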;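 also: 0% = DMSO treated cells and 100% = cells given Gossypol at 36 µM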
TROY signal inh: TROY signaling inhibition. inhibition, % at 10 µM. Q293 LMP1-TROYcd NF-kB luciferase reporter, 4 h. 0.98% of 360,000 active;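 active = compounds whose plate-normalised and pattern-corrected inhibition of the luciferase reporter signal at the single screening dose is 50% or more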
NCOA3 inh: human NCOA3 inhibition; HEK293 GAL4-SRC3 luciferase reporter, luminescence; 0.17% of 360,000 active; inhibition, % at 3.6 µM;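 active = inhibition above a per-campaign cutoff, the mean of all compounds plus 3 SD, cut at about 60% in these data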;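 also: 0% = DMSO-treated cells and 100% = gossypol-treated cells at 36 µM; higher means less SRC3-driven luciferase light from the GAL4 reporter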
LRH-1 inv ag: inverse agonists of human LRH-1 (NR5A2); O00482; HEK293T StAR-luciferase reporter, LRH-1 transfected, 24 h; inhibition, % at 3.6 µM; 0.13% of 360,000 active; AID 602396;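 active = inhibition above the mean inhibition of all tested compounds plus 3 SD, cut at about 73% in these data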;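 also: 0% = DMSO wells and 100% = reporter-only cells lacking LRH-1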
Target sequence (O00482 whole entry, looked up): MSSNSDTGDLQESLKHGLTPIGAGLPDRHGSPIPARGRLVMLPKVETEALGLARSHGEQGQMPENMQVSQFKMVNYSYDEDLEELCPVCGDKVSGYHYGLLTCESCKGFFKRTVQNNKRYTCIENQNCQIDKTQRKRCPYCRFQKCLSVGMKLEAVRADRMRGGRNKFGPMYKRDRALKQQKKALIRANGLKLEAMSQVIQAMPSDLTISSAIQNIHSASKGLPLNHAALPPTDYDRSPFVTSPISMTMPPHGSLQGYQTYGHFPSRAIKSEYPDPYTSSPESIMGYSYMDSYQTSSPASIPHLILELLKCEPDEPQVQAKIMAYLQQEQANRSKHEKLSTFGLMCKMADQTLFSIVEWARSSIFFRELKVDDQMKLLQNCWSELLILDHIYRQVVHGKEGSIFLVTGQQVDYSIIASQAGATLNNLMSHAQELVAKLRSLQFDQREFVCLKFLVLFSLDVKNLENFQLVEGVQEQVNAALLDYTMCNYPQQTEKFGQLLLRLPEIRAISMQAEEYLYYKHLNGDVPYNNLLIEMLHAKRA
NCOA1 inh: inhibitors of human steroid receptor coactivator 1 (SRC1) | Q15788 | HEK293 GAL4-SRC1 luciferase reporter, luminescence | inhibition, % at 3.6 µM | 0.12% of 360,000 active;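 active = inhibition above the campaign mean plus 3 SD, with each screening campaign given its own cutoff, cut at about 60% in these data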;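 also: 0% = DMSO treated cells and 100% = gossypol at 36 µM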
* = called active by the depositor; x = no result given.

SMILES	EBV LMP1 NFkB	KKLEB tox	COUP-TFII inh	TWEAK-Fn14 inh	CF NFkB block	C8 TRAIL sens	NCOA2 inhibitor	TROY signal inh	NCOA3 inh	LRH-1 inv ag	NCOA1 inh
CC(CCN1CCC(CN2C(=S)NCC2Cc2ccccc2)CC1)c1ccccc1 (stereo not drawn)	-2	15	-5	-2	-4	8	0	-3	0	12	7
O=C(Nc1ccc(Cl)c(S(=O)(=O)N2CCCCC2)c1)c1cccnc1	17	-2	35	14	0	-2	16	21	10	23	17
CS(=O)(=O)N1CCN(c2nc(-c3ccccc3)cs2)CC1	4	7	-30	8	-6	-6	-38	-30	-22	-26	-36
C=CCN1c2ccccc2[C@]23C[C@@H](C(=O)OC)N(C(=O)c4ccco4)C2=NC(C(=O)OC)=C(C(=O)OC)[C@H]13	3	-13	-2	20	33	15	-29	14	-3	1	-6
CCc1ccc2oc(C(=O)N3CCN(C)CC3)cc(=O)c2c1	-1	-13	-3	-8	3	-6	-5	5	-3	-3	1
CC(=O)c1ccc[n+](CC(=O)NC(C)c2ccccc2)c1 (stereo not drawn)	-12	8	2	7	-21	-23	6	-9	-6	19	7
CC(=O)Nc1ccc(C(=O)N/C(=C/c2ccccc2)C(=O)NCc2ccco2)cc1	0	-7	2	-9	14	1	-4	-6	-20	-2	2
CCc1noc(C)c1C(=O)NCCc1ccc(S(N)(=O)=O)cc1	4	2	-10	-9	-14	-12	-11	-9	-2	-15	-6
CC1CN(C(=O)COC(=O)c2cc(S(N)(=O)=O)c(Cl)cc2Cl)CC(C)O1 (stereo not drawn)	1	8	2	4	2	-16	-28	-1	8	8	2
O=C1c2ccccc2C(=O)N1Cc1cc(-c2ccccc2)no1	-10	1	4	-26	-3	0	0	-25	13	-7	0
CCCCOCCCNC(=O)Cc1ccccc1OC	-4	3	1	-18	-9	6	-10	-17	-14	-29	4
Nc1nc(N)c2c(ccc3nccc32)[nH]1	1	6	-15	-9	-34	80*	-2	-12	31	25	27
COc1ccc(/C=C/C(=O)c2ccc(NC3=NCCCS3)cc2)cc1OC	12	-19	2	72*	29	16	-6	29	24	6	-4
CCc1nc(N)c(C#N)c(-c2ccc(F)cc2)c1C	0	-6	2	6	7	-14	15	1	-19	1	-38
Cc1ccc(CNC(=O)CN2C(=O)C3(OCCCO3)c3ccccc32)cc1	5	-2	x	-8	0	9	x	-4	8	3	8
COc1cc2oc3ccccc3c2cc1N(CC(=O)N(C)C)S(=O)(=O)c1ccccc1	-6	-3	12	-1	9	-5	12	17	9	5	13
COc1ccc(NC(=O)c2ccccc2N2C(=O)C3C4C=CC(C5CC45)C3C2=O)c(OC)c1 (stereo not drawn)	-6	-1	2	-3	35	-14	-17	-24	25	-11	16
O=C(CSc1nnc(CNc2ccccc2)o1)N1CCN(C(=O)c2ccco2)CC1	-9	0	6	1	12	-14	-3	-31	9	1	18
CCOC(=O)C1C(c2cccs2)NC(=O)NC1(O)C(F)(F)F (stereo not drawn)	0	10	5	2	2	-15	10	0	9	-18	-16
COc1cccc(CC(=O)NCCCSc2ccccc2)c1	-1	0	10	-1	-10	-5	10	4	14	3	-1

Five entries already listed, arranged by length of the SMILES, high to low.
SMILES	EBV LMP1 NFkB	KKLEB tox	COUP-TFII inh	TWEAK-Fn14 inh	CF NFkB block	C8 TRAIL sens	NCOA2 inhibitor	TROY signal inh	NCOA3 inh	LRH-1 inv ag	NCOA1 inh
C=CCN1c2ccccc2[C@]23C[C@@H](C(=O)OC)N(C(=O)c4ccco4)C2=NC(C(=O)OC)=C(C(=O)OC)[C@H]13	3	-13	-2	20	33	15	-29	14	-3	1	-6
CC(=O)Nc1ccc(C(=O)N/C(=C/c2ccccc2)C(=O)NCc2ccco2)cc1	0	-7	2	-9	14	1	-4	-6	-20	-2	2
O=C(CSc1nnc(CNc2ccccc2)o1)N1CCN(C(=O)c2ccco2)CC1	-9	0	6	1	12	-14	-3	-31	9	1	18
CS(=O)(=O)N1CCN(c2nc(-c3ccccc3)cs2)CC1	4	7	-30	8	-6	-6	-38	-30	-22	-26	-36
CCCCOCCCNC(=O)Cc1ccccc1OC	-4	3	1	-18	-9	6	-10	-17	-14	-29	4

Full records from above. Screens in order: EBV LMP1 NFkB	KKLEB tox	COUP-TFII inh	TWEAK-Fn14 inh	CF NFkB block	C8 TRAIL sens	NCOA2 inhibitor	TROY signal inh	NCOA3 inh	LRH-1 inv ag	NCOA1 inh
COc1cccc(CC(=O)NCCCSc2ccccc2)c1 as listed: -1	0	10	-1	-10	-5	10	4	14	3	-1
COc1cc2oc3ccccc3c2cc1N(CC(=O)N(C)C)S(=O)(=O)c1ccccc1 as listed: -6	-3	12	-1	9	-5	12	17	9	5	13
CCc1noc(C)c1C(=O)NCCc1ccc(S(N)(=O)=O)cc1 as listed: 4	2	-10	-9	-14	-12	-11	-9	-2	-15	-6

Next part:
SMILES	EBV LMP1 NFkB	KKLEB tox	COUP-TFII inh	TWEAK-Fn14 inh	CF NFkB block	C8 TRAIL sens	NCOA2 inhibitor	TROY signal inh	NCOA3 inh	LRH-1 inv ag	NCOA1 inh
O=C(NNC(=S)NCc1ccc(Cl)cc1)c1ccc2c(c1)OCO2	7	-2	-10	4	7	-1	-4	-18	-11	-11	-10
COCCCn1c(SCC(=O)N2CCOCC2)nnc1-c1ccco1	-46	1	10	3	2	-10	-18	-4	2	-5	16
NC(=NC1CCCCC1)c1ccc([N+](=O)[O-])cc1	-2	1	-15	-6	8	-1	-3	7	21	-23	-1
Cc1ccc(S(=O)(=O)NC(Cc2ccccc2)C(=O)NN)cc1 (stereo not drawn)	-14	19	-8	3	20	-1	2	17	-4	-7	-22
COc1ccc(NS(=O)(=O)c2cccc(C(=O)NNC(=O)c3cc(S(N)(=O)=O)ccc3OC)c2)cc1	-16	-7	2	-27	7	-5	1	9	-18	13	-10
COc1ccc(Oc2nc(C)cc(C)c2S(C)(=O)=O)cc1	-6	0	3	-2	-7	-3	-10	-17	-5	15	0
COc1ccc(/C=C(/NC(=O)c2ccco2)C(=O)N2CCCCC2)cc1	-1	1	14	-9	-21	-5	-6	-10	18	-1	-11
CCOC(=O)c1c(C)[nH]c(C)c1S(=O)(=O)NCc1ccccc1OCC	-6	-9	-4	-18	16	3	-15	-7	8	2	21
COCCNC(=O)C(OC(=O)C1=Cc2ccccc2OC1)C(C)C (stereo not drawn)	3	10	2	-20	-3	-1	15	12	24	-11	-9
O=C(CCCN1C(=O)C(c2ccccc2)Oc2cccnc21)NCc1ccccc1F (stereo not drawn)	4	-4	15	0	9	-7	-18	-14	0	-24	-2
OC(COc1ccc(F)cc1Cl)CN1CCC(Cc2ccccc2)CC1 (stereo not drawn)	-1	-2	6	-6	4	4	6	-3	5	8	6
O=C(c1ccco1)N1CCc2[nH]nc(-c3ccc(Cl)cc3)c2C1	7	7	-19	30	-39	-2	11	-6	6	-6	-4
O=C(O)CCn1cc(C(=O)O)c(-c2ccccc2)n1	4	-4	-20	-6	24	9	-22	-4	20	10	2
Cc1nc2ccccc2c(=O)n1NC(=O)c1ccccc1[N+](=O)[O-]	6	8	-10	0	-18	-1	10	-13	-3	-10	-6
CC(C)(C)N1C(=O)[C@H]2[C@@H](c3ccc(Br)cc3)N3C(=O)N(c4cccc(Cl)c4)C(=O)[C@@]3(Cc3ccccc3)[C@H]2C1=O	7	0	20	12	29	5	8	2	-2	12	4
COc1ccc(C(=O)Nc2c(N)nc(SCC(=O)NCC3CCCO3)[nH]c2=O)cc1 (stereo not drawn)	4	17	14	0	-26	-11	9	8	-1	-26	-9
CC(=O)Nc1ccc(S(=O)(=O)Nc2nc3ccc([N+](=O)[O-])cc3s2)cc1	-6	9	-3	-14	-19	-9	-5	-2	1	-17	-5
CC(NC(=O)Cc1ccsc1)c1ccc(F)cc1 (stereo not drawn)	5	-31	-19	-18	1	-21	2	-2	-29	1	9
Cc1cccc(Nc2nc(N)nc(CN3CCN(c4ccc(F)cc4)CC3)n2)c1	-16	-10	16	14	4	1	24	0	-5	0	3
CCC(C)(C)NC(=O)CN(C(=O)c1snc(C(N)=O)c1N)c1ccc2nc(C)sc2c1	4	-8	20	-10	12	1	-13	-4	8	-26	-18

Marked active in TWEAK-Fn14 inh, among the entries above:
SMILES	EBV LMP1 NFkB	COUP-TFII inh	TWEAK-Fn14 inh	CF NFkB block	NCOA2 inhibitor	NCOA3 inh	LRH-1 inv ag	NCOA1 inh
COc1ccc(/C=C/C(=O)c2ccc(NC3=NCCCS3)cc2)cc1OC	12	2	72*	29	-6	24	6	-4

Next section:
SMILES	EBV LMP1 NFkB	KKLEB tox	COUP-TFII inh	TWEAK-Fn14 inh	CF NFkB block	C8 TRAIL sens	NCOA2 inhibitor	TROY signal inh	NCOA3 inh	LRH-1 inv ag	NCOA1 inh
C[C@@H]1CN([C@@H](C)CO)C(=O)c2cc(NC(=O)c3ccccc3)ccc2O[C@@H](C)CCCCO[C@@H]1CN(C)Cc1ccc(C(F)(F)F)cc1	16	-8	3	19	7	9	27	7	8	3	12
COc1ccc(/C=C/C(=O)c2nc3ccccc3n2CC(=O)c2ccc(OC)cc2)cc1	-3	-6	11	18	4	-6	7	26	-8	6	-9
O=C1C2C3C=CC(C3)C2C(=O)N1c1cccnc1 (stereo not drawn)	9	9	4	-33	1	-1	3	9	-18	-25	1
CC1(C)S[C@@H]2[C@H](NC(=O)[C@H](N)c3ccc(O)cc3)C(=O)N2[C@H]1C(=O)O	7	-10	9	-5	-28	-2	-13	-4	14	-11	-12
Cc1[nH]n(-c2ccccc2)c(=O)c1C=Nc1ccc(S(=O)(=O)NC(N)=O)cc1	-11	9	15	4	-34	16	-3	-32	9	-6	-8
O=S(=O)(NCCc1csc(-c2cccnc2)n1)c1cccc(F)c1	1	-18	9	16	19	2	-7	7	-11	-5	-5
Cc1nn(C(C)c2n[nH]c(=S)n2-c2cccc(Cl)c2)c(C)c1[N+](=O)[O-] (stereo not drawn)	-2	0	12	-10	2	-11	-17	-11	0	-10	3
Cc1ccc(NC(=O)c2nnn(-c3cccc(C(F)(F)F)c3)c2N)cc1	9	15	-1	-22	-27	-6	-6	37	5	19	-28
COc1cc(OC)cc(C2=Cc3ccccc3C(CC(C)=O)N2c2ccc(-c3cccs3)cc2)c1 (stereo not drawn)	x	x	-14	-2	x	28	-54	-20	x	1	x
O=C(Cc1ccccc1)NN1C(=O)c2ccccc2C1=O	-7	4	3	8	0	-3	-15	-8	-4	-8	-7

Source: PubChem (several laboratories)
